IL2 activator: activates IL-2 in a cell-based reporter assay. IL-2 activation reporter assay, cell-based qHTS; stimulated with anti-CD3/CD4/CD28 beads; in transgenic mouse T cells. activation, % (series mostly up to about 46 µM). actives 0.065% (n = 360,000). AID 652025; in the data active means activation above about 50%; inconclusive means mostly about 30% to 49%; further: 0% is about no effect
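Unstimulated transgenic mouse T cells preincubated 60 min with compound, then stimulated with anti-CD3/anti-CD4-coated beads plus anti-CD28 for 18 h at 37 degrees C. IL-2 response read as EGFP and DsRed fluorescence by plate cytometry.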
PLK1 PBD inh: inhibitors of human PLK1 polo-box domain binding; Potency, µM, for the others: max response, negative = inhibition, most hits filed as inhibitors; P53350; actives 2.8% (n = 360,000); Plk1 PBD binding of FITC phosphopeptide, fluorescence polarization; further: potency means the concentration at half of the fitted maximal effect; series mostly up to about 57 µM; on the % scale 0 is the no-effect control and ±100 the full control effect; nearly all actives have a fitted effect of over 65% in size
EPAC1 ag: EPAC1 (human) agonism | EPAC1 agonist qHTS, biochemical assay; response scale: 100% = response to 6.5 mM cAMP | actives 0.073% (n = 360,000) | Potency, µM (top dose mostly 154 µM), without a hit: top-dose activation, most hits filed as activators | O95398; further: potency means the concentration at half of the fitted maximal effect; nearly all actives have a fitted effect of over 60% in size
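Read-out is the fluorescence drop as BODIPY-GDP leaves Rap1B (480 nm excitation, 540 nm emission), recorded every 5 minutes over 30 minutes. Reactions held 100 nM EPAC1, 250 nM Rap1B–BODIPY-GDP and 50 uM GDP, with 6.5 mM cAMP setting full activation.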
Abeta rescue: restores growth of yeast expressing A-beta42 peptide; Potency, µM (titrated, usually from 46.1 µM), inactives show at the highest dose growth rescue, actives largely listed as activators; yeast expressing A-beta42, growth rescue, OD600, 48 h; response scale: 0% DMSO, 100% iron-clioquinol control; actives 0.063% (n = 410,000); further: potency means the concentration at half of the fitted maximal effect; nearly all actives have a fitted effect of over 55% in size
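Yeast A-beta toxicity model in growth medium with pinned compounds, 48 h at 30 C; growth read as absorbance at 600 nm. Normalized to FeCl3/clioquinol equimolar mix (positive) and DMSO (negative).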
EPAC1 antag: antagonists of human EPAC1 | EPAC1 GEF assay, Rap1b-BODIPY-GDP exchange fluorescence | Potency, µM (doses to about 115 µM), for inactives: at the highest dose activity change, negative = inhibition, usual class: inhibitors | actives 0.14% (n = 360,000) | AID 720709;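 further: potency means the concentration at half of the fitted maximal effect; plate controls were vehicle for no effect and positive control for full effect; nearly all actives have a fitted effect of over 50% in size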
PI5P4Ka inh: PI5P4K alpha (human) kinase inhibition | max response, % | PI5P4Kalpha enzyme, ADP-Glo luminescence, 60 min; stronger effect = lower value | P48426 | actives 1.2% (n = 330,000); active means max response of -50% or lower; inconclusive means between -30% and -50%; inactive means -30% or higher; further: value at the top dose of about 77 µM; on the % scale 0 is the no-effect control and ±100 the full control effect
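Compounds were pin-transferred onto PI5P4Kalpha and substrate in HEPES pH 7.4 buffer with EGTA, CHAPS and 5% DMSO. ATP (5 microM final) started the reaction, which ran 60 minutes at room temperature before ADP-Glo detection.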
FUS suppressor: rescues growth of FUS-expressing yeast; S. cerevisiae FUS-expressing, growth rescue, OD600, 24 h; Potency, µM (top dose mostly 76.6 µM), for the others: at the highest dose growth rescue (activation), most hits filed as activators; actives 0.24% (n = 390,000);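 further: potency means the concentration at half of the fitted maximal effect; plate controls were DMSO vehicle for no effect and reference control for full effect; nearly all actives have a fitted effect of over 55% in size; some results filed as inactive show a strong effect at the top dose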
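Absorbance at 600 nm, taken 24hr after compound addition, measured rescue of FUS-yeast growth at 30C. Induction used 2% galactose with seeding at OD 0.005. Controls: CP55940 from 92uM final, DMSO only.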
WRN inhibitor: inhibitors of human WRN helicase | WRN helicase unwinding, fluorescent forked duplex, kinetic | Potency, µM (top dose mostly 114 µM), for inactives: top-dose activity change, negative = inhibition, hits mostly inhibitors | AID 651768 | Q14191 | actives 0.46% (n = 360,000); further: potency means the concentration at half of the fitted maximal effect; on the % scale 0 is the no-effect control and ±100 the full control effect; nearly all actives have a fitted effect of over 55% in size
Target sequence (Q14191 whole entry, looked up): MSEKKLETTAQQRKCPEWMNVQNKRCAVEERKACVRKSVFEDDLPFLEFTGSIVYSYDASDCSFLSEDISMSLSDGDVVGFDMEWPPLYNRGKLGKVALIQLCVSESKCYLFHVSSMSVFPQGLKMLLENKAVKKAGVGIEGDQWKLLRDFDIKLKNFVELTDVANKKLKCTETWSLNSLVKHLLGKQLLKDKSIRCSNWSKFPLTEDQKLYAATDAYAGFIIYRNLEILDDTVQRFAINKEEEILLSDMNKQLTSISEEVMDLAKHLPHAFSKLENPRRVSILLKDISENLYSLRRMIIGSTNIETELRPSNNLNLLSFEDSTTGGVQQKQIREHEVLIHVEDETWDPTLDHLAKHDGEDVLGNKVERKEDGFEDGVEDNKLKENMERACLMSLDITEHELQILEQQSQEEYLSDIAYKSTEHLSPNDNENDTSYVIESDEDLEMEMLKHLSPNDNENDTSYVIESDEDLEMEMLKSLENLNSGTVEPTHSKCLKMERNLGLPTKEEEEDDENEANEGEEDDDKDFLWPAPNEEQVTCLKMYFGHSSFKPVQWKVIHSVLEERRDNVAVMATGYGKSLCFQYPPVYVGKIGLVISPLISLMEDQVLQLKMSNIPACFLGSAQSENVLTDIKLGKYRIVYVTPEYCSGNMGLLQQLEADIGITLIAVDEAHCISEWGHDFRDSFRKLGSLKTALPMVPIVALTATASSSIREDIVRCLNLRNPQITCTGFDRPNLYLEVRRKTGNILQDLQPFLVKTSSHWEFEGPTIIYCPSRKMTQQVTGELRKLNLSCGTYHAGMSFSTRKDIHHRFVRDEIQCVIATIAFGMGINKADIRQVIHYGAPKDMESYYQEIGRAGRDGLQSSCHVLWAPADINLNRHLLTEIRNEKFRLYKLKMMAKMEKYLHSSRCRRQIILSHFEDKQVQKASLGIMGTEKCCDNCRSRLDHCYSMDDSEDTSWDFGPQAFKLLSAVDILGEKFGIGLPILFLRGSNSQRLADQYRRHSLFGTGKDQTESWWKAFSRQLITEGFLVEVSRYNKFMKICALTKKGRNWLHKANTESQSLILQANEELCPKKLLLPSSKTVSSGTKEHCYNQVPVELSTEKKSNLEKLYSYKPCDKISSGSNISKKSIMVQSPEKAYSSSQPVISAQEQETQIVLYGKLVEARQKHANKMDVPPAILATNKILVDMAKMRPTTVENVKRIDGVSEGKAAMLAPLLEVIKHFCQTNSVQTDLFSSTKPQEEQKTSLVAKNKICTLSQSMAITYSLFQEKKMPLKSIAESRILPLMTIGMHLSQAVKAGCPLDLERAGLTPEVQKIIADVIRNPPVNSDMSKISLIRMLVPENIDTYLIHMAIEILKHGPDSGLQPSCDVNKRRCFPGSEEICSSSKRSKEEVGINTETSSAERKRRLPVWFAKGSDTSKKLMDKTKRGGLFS
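Enzyme (20 nM final) and test compound sit together 15 min at room temperature before substrate addition. Substrate is a single-forked duplex oligonucleotide (100 nM) labelled with fluorophore and quencher, with 2 mM ATP; helicase unwinding raises red fluorescence, read kinetically.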
* = called active by the depositor; ? = inconclusive; nt = not tested or not shown; [ ] = dose if it differs, or a comment. Unless noted, the call rests on the fitted dose curve; in most records, active means well fitted curve in the direction sought with a large enough effect; inconclusive means small, poorly fitted or top-dose-only effect, or another doubt; inactive means no such curve, though single readings can be large; an effect the other way counts as inactive or inconclusive.

Second line of a record: EPAC1 antag, PI5P4Ka inh, FUS suppressor, PLK1 PBD inh, Abeta rescue, EPAC1 ag, WRN inhibitor, IL2 activator
1	O=C(Nn1cnc2ccccc2c1=O)c1ccccc1Cl
    17.8%, nt, -0.2%, 0.2%, -4.7%, -4.9%, -2.3%, 1.6
2	Brc1ccc(CSc2nnc(-c3ccccn3)n2Cc2ccco2)cc1
    -8.5%, nt, 29.5%, -13.8%, -6.8%, 27.1%, -3.5%, -3.1
3	CCN(CC)C(=O)[C@H]1C[C@H](CC(=O)NCCCOC)C(=O)N2CCc3c([nH]c4cc(-c5ccco5)ccc34)[C@]12C
    9.8%, 1.2, 37.3%, 0.6%, 2.4%, -12.7%, 4.9%, 0.4
4	Cc1ccccc1OCCCN1CCCC1
    1.7%, nt, 10.9%, -4.7%, 5.7%, -5.0%, 8.6%, 0.1
5	CC(C)NCC(O)c1ccc2ccccc2c1 (stereo unspecified)
    0.9%, 3.9, -32.2%, -0.2%, -12.7%, -35.9%[inhibitor], 2.1%, 0.3
6	CC(C)CCn1c(SCC(=O)NC2CCS(=O)(=O)C2)nc2cc(Cl)ccc2c1=O (stereo unspecified)
    -1.8%, 8.6, 2.8%, -5.0%, -5.7%, 17.2%, -2.7%, 0.4
7	COCC(O)CSc1c([N+](=O)[O-])nc(C)n1Cc1ccc(OC)c([N+](=O)[O-])c1 (stereo unspecified)
    6.8%, 2.0, 7.7%, -8.9%, 19.7%, -5.4%, -1.6%, 0.4
8	COc1cccc2c1O/C(=N\O)C(C(=O)Nc1cccc(C)c1C)C2 (stereo unspecified)
    5.0%, 0.1, 17.6%, -3.5%, -10.3%, 8.7%, 8.5%, -0.3
9	CCOC(=O)C1=NNC(C(=O)OCC)C1C(=O)OCC (stereo unspecified)
    7.7%, -0.4, 5.0%, -3.2%, -0.5%, -1.7%, 1.2%, 0.4
10	CC1(C)Cc2c(sc(NC(=O)c3ccco3)c2C#N)C(C)(C)N1
    6.8%, -5.0, nt, -5.6%, 5.6%, -1.6%, -21.0%, 0.2
11	Cn1c(=O)[nH]c(=O)c2c1nc1n2CCS1
    -7.3%, -3.3, -6.0%, -4.8%, -1.1%, 8.9%, -9.5%, -1.0
12	CC(C)COC(=O)N1CCCCC1c1cc(C(=O)Nc2ccccc2)no1 (stereo unspecified)
    -7.2%, -5.7, -0.8%, -11.2%, 1.0%, 2.5%, -0.9%, -0.4
13	COc1cccc(OCc2nnc(SCc3cc(=O)[nH]c4ccccc34)o2)c1
    -25.2%, -13.7, 1.8%, 23.8µM*, 5.2%, 8.5%, 16.9%[57.1 µM], -0.4
14	O=C(c1cc2c(cc1Br)OCCCO2)N1CCCCC1
    -7.6%, 3.3, nt, -1.6%, -31.4%[inhibitor], 8.6%, -5.8%, -0.3
15	COc1ccc(C(=O)NCc2ccc3[nH]c(C)cc3c2)cc1OC
    -0.8%, -10.9, 22.8%, -5.0%, -2.8%, -1.0%, 3.9%, 0.3
16	Cc1cccc(C)c1-n1nnnc1C1c2ccccc2C(=O)N1CCc1ccccc1F (stereo unspecified)
    -17.2%, 6.6, 29.1%, -6.8%, 4.8%, 11.4%, -10.7%, -0.7
17	COC(=O)CSC1=C(C#N)C(c2ccc(C)cc2)C2=C(CCCC2=O)N1 (stereo unspecified)
    -3.2%, -13.6, 5.0%, -15.7%, -3.9%, -3.8%, 3.2%, 0.3
18	Cc1cc(C)c2c(CC(=O)O)c(C)[nH]c2c1
    6.2%, 2.5, 26.2%, -26.9%, -14.8%, 14.7%, -32.4%, -1.1
19	CC(C)(C)c1cc(CCC(=O)NNC(=S)NC(=O)c2ccccc2)cc(C(C)(C)C)c1O
    -7.0%, -15.6, 26.6%, ?, ?, 3.9%, 1.5%, 1.9
20	CC(=O)Nc1ccc(N2C(=O)CC(N3CCN(Cc4ccc5c(c4)OCO5)CC3)C2=O)cc1 (stereo unspecified)
    -2.0%, -6.5, -13.7%, -10.5%, -1.1%, 12.5%, 10.3%, -0.5
21	CC(=O)NCCn1c(SCC(=O)NCC2CCCO2)nc2ccccc2c1=O (stereo unspecified)
    13.8%, nt, 19.1%, 5.3%, -1.8%, 0.0%, -6.9%, -2.7
22	CC(=O)OC1CCC2(C)C3CCC4(C)C(C(C)=O)CCC4C3CC3OC32C1 (stereo unspecified)
    -26.2%, 1.2, 4.4%, -5.6%, 7.8%, 2.6%, -0.5%, 0.3
23	CCn1c(SCC(=O)NC2CCCCC2C)nnc1-c1ccc(OC)cc1 (stereo unspecified)
    14.1%, nt, 48.3%, 0.2%, 3.8%, -0.5%, -12.0%, -3.5
24	Cc1ccn(CC(=O)N2CCCC(C(=O)c3cccc4ccccc34)C2)n1 (stereo unspecified)
    8.7%, -1.8, -12.3%, -13.1%, 1.2%, -1.6%, -0.9%, -3.9
25	CCCCC(C(=O)O)C(C)CC(=O)Nc1nncs1 (stereo unspecified)
    -0.4%, -9.8, -9.0%, 21.2µM*, 8.3%, -1.6%, 4.4%, -1.8
26	O=C1CN(C(=O)COC(=O)c2ccc(Cl)c(S(=O)(=O)N3CCCCC3)c2)c2ccccc2N1
    -13.0%, -3.5, 17.5%, -6.6%, -11.0%, 16.6%, 0.4%, 1.6
27	CCS(=O)(=O)N1CCN(c2ccc(C(=O)NC34CC5CC(CC(C5)C3)C4)cc2[N+](=O)[O-])CC1
    -13.8%, -4.8, 8.6%, -3.1%, 4.8%, 9.5%, 6.8%, -1.0
28	O=C(N1CCOCC1)N1CCC(n2nnc3ccccc32)CC1
    10.1%, nt, 1.1%, 3.8%, 3.0%, -9.5%, 6.2%, 0.7
29	O=C1OC(N2C(=O)CC[C@H]2C(=O)Nc2ccc(Br)cc2F)c2ccccc21 (stereo partly specified)
    0.7%, -12.8, -6.2%, ?, -20.8%, -19.8%, 2.2%, 1.1
30	Cc1ccc(N(CC(=O)Nc2ccccc2-c2ccccc2)S(=O)(=O)c2ccccc2)c(C)c1
    -9.0%, 7.8, ?, -21.2%, -10.4%, 7.2%, -8.5%, -2.7
31	CC1(C)Cc2cccc(OCC(=O)NCCc3ccc(S(N)(=O)=O)cc3)c2O1
    8.8%, -5.0, nt, 4.7%, 4.1%, 1.2%, 0.9%, 1.2
32	C=CCn1c(=O)[nH]c2cc(C(=O)N3CCN(c4ccc(C(C)=O)cc4)CC3)ccc2c1=O
    7.7%, nt, ?, -9.5%, -13.5%, -5.3%, ?, -2.6
33	COc1ccc(C(=O)Nc2ccc(N3CCCCCC3)cc2)cc1S(=O)(=O)N1CCOCC1
    -13.4%, 0.7, ?, 0.7%, -3.0%, 19.5%, -2.0%, -0.4
34	COC(=O)c1ccccc1NC(=O)c1cc(-c2ccc(C)cc2)on1
    -4.1%, nt, 17.3%, -4.5%, -25.7%, 9.2%, -9.1%, 0.6
35	Cc1ccc(NC(=O)C(OC(=O)c2ccccc2Cl)c2ccccc2)cc1Cl (stereo unspecified)
    -18.0%, 8.9, 0.5%, -3.1%, 1.4%, 11.8%, -5.6%, -0.4
36	CC(CC(=O)Nc1ccc(S(=O)(=O)Nc2ncccn2)cc1)c1ccccc1 (stereo unspecified)
    -0.7%, -1.8, 8.2%, -7.5%, -17.2%, -4.2%, 1.5%, 0.0
37	O=C(N/N=C\c1ccncc1)c1ccc(Cl)s1
    -7.7%, 6.6, 23.5%, 1.0%, 2.3%, -19.1%, -3.1%, 2.1
38	Cc1cccc(NC(=O)/C(C#N)=C/c2ccc[nH]2)c1C
    14.4%, 0.0, -6.1%, -10.2%, 18.0%, 15.7%, 5.5%, -3.0
39	O=C(CNS(=O)(=O)c1ccccc1F)Nc1ccc(N2CCOCC2)cc1
    -2.0%, nt, 33.0%, -29.7%, -7.8%, -0.2%, 4.2%, -3.3
40	C=C1CCN([C@H](C(=O)NCc2cc(OC)c(OC)c(OC)c2)C(C)C)S(=O)(=O)c2ccccc21
    -22.6%, 3.5, -1.5%, -7.1%, -2.9%, -1.1%, -1.7%, 1.0
41	CN(C)CCN(C(=O)c1ccc(Br)s1)c1nc2cc3c(cc2s1)OCCO3
    -3.3%, 1.3, 7.9%, -6.4%, 4.8%, 10.4%, -7.7%, -0.1
42	COc1ccc(N2CCN(C(=O)c3cccc(F)c3)CC2)c([N+](=O)[O-])c1
    4.2%, 4.4, 14.8%, -12.1%, 2.9%, 2.2%, -5.2%, -1.8
43	Cc1ccc(-n2nc(-c3ccccc3)cc2Nc2ccccc2N)cc1
    -6.2%, -1.5, nt, -0.8%, -5.8%, 12.2%, -2.8%, 0.7
44	Cc1ccccc1N(C(=O)c1snc(C(N)=O)c1N)C(C(=O)NCc1ccccc1)c1ccc(O)cc1 (stereo unspecified)
    12.7%, -12.8, 18.3%, -4.1%, -16.9%, -3.3%, -12.3%, -5.2
45	C=CCn1c(SCc2ccc(C(=O)OC)cc2)nnc1-c1sc(N)nc1C
    9.1%, 0.9, 5.0%, -4.6%, 24.2%, 5.9%, -7.5%, -1.7
46	CNC(=S)NC12CC3CC(CC(C3)C1)C2
    -9.4%, 3.1, -13.8%, -8.0%, -0.3%, 6.7%, -1.1%, -5.0
47	O=C(Cn1cc([N+](=O)[O-])ccc1=O)NC1CCCCC1
    -2.4%, -1.1, -18.5%, -13.3%, -0.4%, -8.7%, -1.8%, 0.3
48	CCNc1ccc(C(=O)NN=C2CCCC2)cc1[N+](=O)[O-]
    -33.5%, -16.4, 15.1%, -4.8%, -5.6%, -2.2%, 11.3%, 2.8

3 entries from above, sorted by molecular weight, lowest first.
Second line of a record: EPAC1 antag, PI5P4Ka inh, FUS suppressor, PLK1 PBD inh, Abeta rescue, EPAC1 ag, WRN inhibitor, IL2 activator
24	Cc1ccn(CC(=O)N2CCCC(C(=O)c3cccc4ccccc34)C2)n1 (stereo unspecified)
    8.7%, -1.8, -12.3%, -13.1%, 1.2%, -1.6%, -0.9%, -3.9
6	CC(C)CCn1c(SCC(=O)NC2CCS(=O)(=O)C2)nc2cc(Cl)ccc2c1=O (stereo unspecified)
    -1.8%, 8.6, 2.8%, -5.0%, -5.7%, 17.2%, -2.7%, 0.4
27	CCS(=O)(=O)N1CCN(c2ccc(C(=O)NC34CC5CC(CC(C5)C3)C4)cc2[N+](=O)[O-])CC1
    -13.8%, -4.8, 8.6%, -3.1%, 4.8%, 9.5%, 6.8%, -1.0
